TrxR1 substrate: substrates of rat thioredoxin reductase 1. purified TrxR1 substrate turnover, NADPH consumption readout. O89049. 390,000 compounds, 0.01% hits. Potency, µM (highest dose often 114 µM), without a hit: at the highest dose activity change, negative = substrate turnover; further: potency means the concentration at half of the fitted maximal effect; on the % scale 0 is the no-effect control and ±100 the full control effect; nearly all actives have a fitted effect of over 50% in size
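Rat TrxR1, dispensed at 90 nM, was prereduced with 400 uM NADPH (final) for 5 min at ~22 deg C, then incubated with compound 15 min before 400 uM selenite. A first-read NADPH fluorescence drop versus no-compound background flagged substrates.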
RGS4 inh: blocks human RGS4-accelerated GTP hydrolysis | P49798 | Transcreener GDP fluorescence polarization, RGS4-accelerated GTP hydrolysis | Potency, µM (highest dose often 114 µM), without a hit: top-dose activity change, negative = inhibition, actives largely listed as inhibitors | 390,000 compounds, 0.039% hits; further: potency means the concentration at half of the fitted maximal effect; on the % scale 0 is the no-effect control and ±100 the full control effect; nearly all actives have a fitted effect of over 75% in size; some results filed as inactive show a strong effect at the top dose
Target sequence (P49798 whole entry, looked up): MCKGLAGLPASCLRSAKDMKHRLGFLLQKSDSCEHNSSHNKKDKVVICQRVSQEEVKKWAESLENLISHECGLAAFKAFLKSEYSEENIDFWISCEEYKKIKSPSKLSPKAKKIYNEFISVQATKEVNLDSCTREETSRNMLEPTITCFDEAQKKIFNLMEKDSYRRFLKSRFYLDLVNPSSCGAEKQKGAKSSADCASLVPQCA
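MLSMR compounds (23 nl, pin-transferred) preincubated 10 min at room temperature with a 500nM (2x) first reagent, then RGS4 at 900nM (2x) plus Transcreener GDP mix added; fluorescence polarization (620/688 nm) read before and after 90 min at 30 °C.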
IDH1 R132H inh: blocks human mutant IDH1 R132H enzyme. IDH1-R132H enzyme, NADPH consumption, diaphorase/resazurin fluorescence. Potency, µM (highest dose often 76.6 µM), inactives show top-dose activity change, negative = inhibition, usual class: inhibitors. 390,000 compounds, 0.093% hits. AID 602179; further: potency means the concentration at half of the fitted maximal effect; on the % scale 0 is the no-effect control and ±100 the full control effect; nearly all actives have a fitted effect of over 65% in size
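IDH1-R132H (0.5 ug/mL) preincubated 30 min with compound, then NADPH (0.016 mM) and alpha-KG (2 mM) added; 80 min at RT, pH 7.5. Remaining NADPH coupled via diaphorase/resazurin to fluorescence (540/590 nm); concentration-response curves normalized to no-enzyme control.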
USP1 inh: inhibitors of human USP1/UAF1 deubiquitinase; O94782; recombinant USP1/UAF1, Ub-Rhodamine cleavage fluorescence; Potency, µM (top dose mostly 57.1 µM), without a hit: top-dose activity change, negative = inhibition, most hits filed as inhibitors; 390,000 compounds, 0.23% hits; AID 743255; further: potency means the concentration at half of the fitted maximal effect; on the % scale 0 is the no-effect control and ±100 the full control effect; nearly all actives have a fitted effect of over 60% in size; inactives centre near -12
Target sequence (O94782 whole entry, looked up): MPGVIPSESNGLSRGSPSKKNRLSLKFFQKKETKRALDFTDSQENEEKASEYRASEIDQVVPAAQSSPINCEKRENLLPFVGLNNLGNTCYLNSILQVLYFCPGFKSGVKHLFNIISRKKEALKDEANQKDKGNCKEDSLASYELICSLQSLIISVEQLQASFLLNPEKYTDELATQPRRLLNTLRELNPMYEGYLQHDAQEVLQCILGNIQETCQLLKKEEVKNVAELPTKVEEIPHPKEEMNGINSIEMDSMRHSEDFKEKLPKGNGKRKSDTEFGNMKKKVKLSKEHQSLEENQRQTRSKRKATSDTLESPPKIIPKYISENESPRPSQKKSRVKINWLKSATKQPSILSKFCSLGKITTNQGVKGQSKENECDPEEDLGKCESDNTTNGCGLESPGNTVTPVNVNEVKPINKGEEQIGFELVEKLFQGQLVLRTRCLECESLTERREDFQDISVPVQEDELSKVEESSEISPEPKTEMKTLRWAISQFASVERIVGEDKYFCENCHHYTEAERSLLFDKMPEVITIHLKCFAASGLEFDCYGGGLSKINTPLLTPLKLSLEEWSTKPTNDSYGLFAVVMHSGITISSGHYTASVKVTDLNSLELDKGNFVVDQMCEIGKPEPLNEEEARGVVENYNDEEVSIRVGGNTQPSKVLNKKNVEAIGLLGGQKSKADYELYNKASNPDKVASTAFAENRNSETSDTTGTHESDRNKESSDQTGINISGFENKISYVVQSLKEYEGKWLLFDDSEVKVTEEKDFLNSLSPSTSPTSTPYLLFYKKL
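High-throughput fluorogenic screen: 1nM USP1/UAF1 complex, Ub-Rho substrate 150nM final, 50mM HEPES pH 7.8 with 0.5mM EDTA, 0.1 mg/ml BSA, 1mM TCEP and 0.01% Tween-20.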
GRP78 ERSR act: ER stress response induction in glioma; U87-MG GRP78 promoter luciferase reporter, 16 h; Potency, µM, for inactives: top-dose activation, most hits filed as activators; 420,000 compounds, 0.02% hits; AID 602332; further: potency means the concentration at half of the fitted maximal effect; series mostly up to about 76 µM; % of control where 0% means no effect; nearly all actives have a fitted effect of over 35% in size
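ERSR induction read as luciferase luminescence (Bright-Glo, 10 min at room temperature) in stably transfected human U87-MG glioma cells exposed to compounds for 16 h, using GRP78 as sensor.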
Vif-APOBEC3F blk: inhibitors of Vif-A3F interaction | Potency, µM (titrated, usually from 46.1 µM), for inactives: top-dose activity, negative = active | AID 602313 | HeLa A3F-eYFP + Vif (tagged APOBEC3F with the HIV-1 protein that degrades it), YFP fluorescence increase | 390,000 compounds, 0.2% hits; further: potency means the concentration at half of the fitted maximal effect; % of control where 0% means no effect; nearly all actives have a fitted effect of over 65% in size
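HeLa cells stably expressing A3F-eYFP plus Vif, plated and incubated overnight at 37 deg C, then exposed to compounds overnight at 37 deg C. Blocked degradation read as raised yellow fluorescence (Ex 488/Em 500-530).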
LDHA inh: inhibitors of human lactate dehydrogenase A; P00338; purified LDHA, NADH/diaphorase-resazurin fluorescence; active compounds read low; activity change, % (values are at about 110 or 230 µM); 480,000 compounds, 0.15% hits; in the data active means activity change below about -30%; inconclusive means mostly about -25% to -30%;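 further: plate controls were DMSO wells for no effect and wells without enzyme for full effect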
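Resorufin fluorescence (ex540/em590), read at 0 and 20 min after diaphorase/resazurin addition, reports the NADH left after a 5 min room-temperature reaction of 2 nM human LDH5 with 0.06 mM NADH and 0.2 mM pyruvate.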
TrxR1 inh: inhibitors of rat thioredoxin reductase 1; recombinant rTrxR1, NADPH fluorescence consumption, selenite substrate; O89049; Potency, µM (highest dose often 114 µM), for the others: at the highest dose activity change, negative = inhibition, actives largely listed as inhibitors; AID 588453; 390,000 compounds, 1% hits; further: potency means the concentration at half of the fitted maximal effect; on the % scale 0 is the no-effect control and ±100 the full control effect; nearly all actives have a fitted effect of over 65% in size
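Rat TrxR1 (90 nM in the dispensed reagent) was pre-reduced with 400 uM NADPH for 5 min at room temperature, then incubated with compound for 15 min. After 400 uM selenite was added, NADPH fluorescence (Ex 340/Em 450 nm) was followed for 8 min.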
Vif-A3G inh: blocks the Vif interaction with human APOBEC3G; HeLa A3G-eYFP + Vif (tagged APOBEC3G with the HIV-1 protein that degrades it), YFP fluorescence, overnight; Potency, µM (titrated, usually from 46.1 µM), inactives show at the highest dose activity, negative = active, usual class: inhibitors; Q9HC16; AID 602310; 410,000 compounds, 0.076% hits;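 further: potency means the concentration at half of the fitted maximal effect; on the % scale 0 is the no-effect control and ±100 the full control effect; nearly all actives have a fitted effect of over 60% in size; hits raise eYFP signal because A3G escapes Vif-driven loss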
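Read-out is eYFP fluorescence (Ex 488/Em 500-530) from Vif-expressing HeLa A3G-eYFP cells; more signal means A3G escaped Vif-mediated degradation. Cells plated overnight, compound pinned in, incubated overnight at 37 deg C.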
An asterisk follows results filed as active; ? = inconclusive; / = not tested or not shown; [ ] = another dose, or the depositor's remark. Unless noted, the call rests on the fitted dose curve; in most records, active means well fitted curve in the direction sought with a large enough effect; inconclusive means small, poorly fitted or top-dose-only effect, or another doubt; inactive means no such curve, though single readings can be large; an effect the other way counts as inactive or inconclusive. Not all compounds are listed (hit frequency here may not be typical).

SMILES	TrxR1 substrate	RGS4 inh	IDH1 R132H inh	USP1 inh	GRP78 ERSR act	Vif-APOBEC3F blk	LDHA inh	TrxR1 inh	Vif-A3G inh
CCOC(=O)C1CCCN(C(=O)CSc2nccn2C)C1 (stereo not given)	-2%	-22%	0%	-21%	-5%	1%	-5	7%	0%
COc1cc(NC(=O)c2cccnc2SC)cc(OC)c1OC	3%[57.1 µM]	?	4%	-8%	-2%	5%	-3	17%[57.1 µM]	-3%
Cc1cc(C)nc(N2CCCC(C(=O)NCc3cccs3)C2)n1 (stereo not given)	11%	-48%	9%	3%	-3%	-7%	-2	24%	0%
COc1ccc(C2/C=C\CN(CC(C)C)C(C)C(=O)N2Cc2ccc(F)cc2)cc1 (stereo not given)	-14%	9%	/	/	-3%	/	/	-22%	3%
O=C(C1CCC(CNc2nc(=S)[nH]c3ccccc23)CC1)N1CCN(c2ccccn2)CC1 (stereo not given)	9%	23%	-3%	-15%	-2%	2%	-12	2%	1%
C=CCn1c(=NC(=O)c2ccco2)sc2cc(C(=O)OCC)ccc21	3%[57.1 µM]	-21%	-2%	-10%	4%	-2%	-2	20%[57.1 µM]	2%
COc1cc(CN2CCN(CCOCCO)CC2)cc(OC)c1OC	7%	0%	5%	-6%	-5%	-3%	-2	10%	-1%
COc1ccc(-c2nn(-c3ccccc3)cc2/C=C\C(=O)Nc2ccc(C(=O)O)cc2)cc1	-6%[57.1 µM]	6%	-4%	-26%	-1%	-4%	-7	-3%[57.1 µM]	-7%
CC(C)NC(=O)CCCC(=O)NC(C)C	7%[0.457 µM]	1%	2%	1%	-3%	-1%	-2	-4%	-2%
O=C1CCCN1c1ccc(S(=O)(=O)N2CCCCC2)cc1	-5%	7%	0%	-6%	-4%	-11%	-3	-13%	-6%
c1cncc(-c2nc(-c3ccc4c(c3)OCO4)cs2)c1	0%[57.1 µM]	-22%	0%	-5%	-2%	-3%	-5	-2%[57.1 µM]	-10%
COc1ccc(Nc2nc(N)c([N+](=O)[O-])c(N3CCCC3)n2)cc1	-6%	3%	5%	-21%	1%	?	0	16%	-23%
O=C(CSc1ccccc1)Nc1nnc(-c2ccco2)o1	1%[57.1 µM]	3%	0%	-23%	-2%	2%	6	0%[57.1 µM]	0%
Cc1nc([N+](=O)[O-])cn1CC(O)c1ccccc1 (stereo not given)	4%	-7%	0%	-15%	-5%	-1%	-3	10%	-1%
CCOC(=O)Cc1csc(NC(=O)COc2ccc(N(C)S(=O)(=O)c3cccs3)cc2)n1	-1%	-14%	2%	-16%	-4%	0%	-2	1%	0%
O=C(CNC1CCCCC1)Nc1cccc([N+](=O)[O-])c1	-5%	11%	0%	-19%	0%	-9%	-2	-17%	-8%
Cc1ccc2nc(N3CCC(C(=O)N4CCN(c5cccc(C)c5C)CC4)CC3)[nH]c2c1	6%[57.1 µM]	23%	5%	-24%	-1%	1%	-3	17%[57.1 µM]	4%
COc1cc2c(cc1OC)C(COc1ccc(C(C)C)cc1)NCC2 (stereo not given)	2%	17%	-2%	-10%	-8%	-8%	-4	34%	-1%
CCOC(=O)c1c(C)n(S(=O)(=O)c2ccc(C)cc2C)c2ccc(NS(=O)(=O)c3ccc(C)cc3C)cc12	7%	1%	-1%	-25%	-4%	-12%	-2	17%	6%
CCOC(=O)C1(Cc2ccc(OC)cc2)CCN(C(=O)c2csc(C)n2)CC1	7%	-7%	0%	-3%	-4%	-12%	-8	9%	6%
CCc1nnc(NC(=O)CSc2nnc(C)n2-c2ccc(C)cc2)s1	-9%	8%	-3%	-4%	-2%	3%	-6	-6%	2%
CN(C)C(=O)NC(Nc1cccc([N+](=O)[O-])c1)C(Cl)(Cl)Cl (stereo not given)	-3%	-6%[11.4 µM]	-3%	-13%	-1%	-5%	-1	-1%	0%
Fc1ccc(CNC(=S)Nc2ccccc2Cl)cc1	-7%	-17%	4%	-17%	-3%	3%	-5	-3%[57.1 µM]	-4%
CCSc1nnc(NC(=O)c2cnccn2)s1	7%	-3%	0%	-12%	-3%	1%	1	10%	0%
COc1cc(/C=N/Nc2cc(C)nc(N)n2)ccc1O	8%[57.1 µM]	-11%	5%	-14%	-2%	18%	6	0%[57.1 µM]	2%
(more compounds)
SMILES	TrxR1 substrate	RGS4 inh	IDH1 R132H inh	USP1 inh	GRP78 ERSR act	Vif-APOBEC3F blk	LDHA inh	TrxR1 inh	Vif-A3G inh
COc1ccc(CCNC(=O)c2ccc(CN3CCC(Cc4ccccc4)CC3)cc2)cc1OC	-8%	-6%	3%	1%	-2%	-5%	-2	-11%	0%
CS(=O)(=O)c1ccc(NS(=O)(=O)c2ccc(Cl)c(C(=O)NC3=NCCS3)c2)cc1	-6%	-9%	1%	0%	-4%	-1%	-9	-5%	1%
O=C(NCCCN1CCCC1=O)NC12CC3CC(CC(C3)C1)C2	22%[57.1 µM]	-32%	-1%	-12%	-3%	4%	-2	18%[57.1 µM]	0%
Cc1ccc(C)c(S(=O)(=O)NCC(c2ccco2)N2CCc3ccccc3C2)c1 (stereo not given)	2%[57.1 µM]	-13%	-9%	-22%	-1%	7%	-2	6%[57.1 µM]	1%
Cc1nn(C)c(C)c1/C=N/NC(=O)CCn1cc([N+](=O)[O-])cn1	-9%	-4%	1%	-12%	0%	-1%	1	-13%	-2%
O=C(c1cc2nc(-c3ccccc3)cc(-c3ccccc3)n2n1)N1CCN(C(=O)c2ccco2)CC1	24%[57.1 µM]	-30%	-1%	-27%	-3%	-8%	-4	42%[activator][57.1 µM]	1%
O=C(N/N=C\c1ccc(Br)cc1)c1ccc(Cn2cccn2)o1	-9%	-7%	7%	-19%	1%	2%	-5	-15%	-2%
O=c1[nH]nc(SCc2nc3ccccc3s2)n1C1CC1	2%	19%	-3%	-10%	7%	-1%	-9	24%	0%
COc1ccc(-n2ccnc(SCC(=O)NC3CCCCC3)c2=O)cc1	-1%	-1%	0%	-18%	0%	3%	-2	10%	-2%
COc1ccc(CNC(=O)[C@H](C)NC(=O)C2CCN(S(=O)(=O)c3ccc(C)cc3)CC2)cc1	7%[57.1 µM]	11%	7%	-17%	-3%	-11%	-4	7%[57.1 µM]	-2%
Clc1ccc(CSc2nnc3ccccn23)c(Cl)c1	-1%	-12%	3%	-7%	0%	-2%	0	8%	0%
O=C(c1ccco1)N1CCCC(c2ccccc2)C1 (stereo not given)	-4%	-30%	5%	-10%	0%	-9%	-1	?	6%
CCc1ccc(CNc2nc3nc(C)c(Cc4ccccc4)c(=O)n3[nH]2)cc1	-1%	2%	-22%	-17%	-3%	4%	-9	24%	-1%
Cc1ccc(C)c(Oc2ccc(S(=O)(=O)N3CCN(C)CC3)cn2)c1	7%	-4%	-1%	-17%	3%	-3%	-2	20%	-1%
c1cnn(-c2nc(N3CCOCC3)nc(N3CCOCC3)n2)c1	-5%	-34%	-1%	-16%	-5%	0%	0	3%	1%
CCS(=O)(=O)N1CCc2cc(C(=O)NCCc3ccccc3)ccc21	-7%	14%	6%	-26%	-1%	2%	-1	-8%	6%
Cc1ccc(-c2cc(C(F)(F)F)n3nc(C(=O)Nc4ccon4)cc3n2)cc1C	10%	6%	-8%	-9%	-2%	7%	-10	24%	0%
O=C(NCc1cccc(CNC(=O)C(=O)NCC2CCCO2)c1)C(=O)NCC1CCCO1 (stereo not given)	10%	11%	2%	-15%	-5%	-4%	0	20%[57.1 µM]	-1%
O=C(OCc1nc2scc(-c3ccccc3)c2c(=O)[nH]1)c1cc([N+](=O)[O-])ccc1Cl	6%	-13%	1%	-24%	?	-6%	-2	14%	-9%
COC(=O)c1ccc(NC(=S)NNC(=O)c2ccccc2)cc1	-19%[57.1 µM]	-38%	3%	-26%	0%	4%	-2	1%[57.1 µM]	4%
O=c1cc(CSc2ccccc2)nc(-c2ccccc2)[nH]1	-6%	4%	4%	-14%	-1%	?	-14	10%	0%
COc1ccccc1CCNC(=O)c1ccc(-c2nc(CSc3ccc(C)cc3)c(C)o2)cc1	-2%	7%	30%	-29%	-3%	2%	4	14%	3%
O=C(c1cc2n(n1)C(C(F)(F)F)CC(c1ccc(F)cc1)N2)N1CCCC1 (stereo not given)	8%	2%	0%	1%	-1%	-7%	-6	11%	1%
Cc1cccc(NC(=O)c2ccc3c(Cl)c4c(nc3c2)CCCC4)n1	4%	-2%	-4%	-8%	-2%	-9%	-10	8%	0%
COc1cc(C(=O)NNC(=O)c2ccc(NC(=O)C(C)(C)C)cc2)cc(OC)c1OC	4%[57.1 µM]	-10%	-2%	-13%	0%	3%	-11	19%[57.1 µM]	3%

Random excerpt: two records from the list.
SMILES	TrxR1 substrate	RGS4 inh	IDH1 R132H inh	USP1 inh	GRP78 ERSR act	Vif-APOBEC3F blk	LDHA inh	TrxR1 inh	Vif-A3G inh
Cc1ccc(-c2cc(C(F)(F)F)n3nc(C(=O)Nc4ccon4)cc3n2)cc1C	10%	6%	-8%	-9%	-2%	7%	-10	24%	0%
O=C(c1cc2nc(-c3ccccc3)cc(-c3ccccc3)n2n1)N1CCN(C(=O)c2ccco2)CC1	24%[57.1 µM]	-30%	-1%	-27%	-3%	-8%	-4	42%[activator][57.1 µM]	1%

Bioassay records as filed in PubChem.
